INS-1E GSIS act: GLuc luminescence reporter in INS-1E cells, primary screen for activators of glucose-dependent secretion of insulin; INS-1E GLuc reporter insulin secretion, 2-3 h; activation, % at 16.6 µM; 370,000 compounds, 0.61% hits;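 active means lowest replicate activation of at least 40%, so every replicate reaches that level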;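 further: 0% = median of neutral control wells and 100% = median of IBMX positive control wells; some compounds called inactive have numbers as strong as hits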
miR122 inh: miR-122 Renilla sensor signal increase in Huh7, primary screen, miR-122 inhibitor project, cell-based, single point, plate reader. Huh7 miR-122 Renilla luciferase sensor, 48 h; neutral wells = 0, positive control = 100. activation (reporter increase), % at 12.5 µM. 340,000 compounds, 0.3% hits. AID 602342, 2012;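 active means mean replicate activation score at least 90 and every replicate individually at or above 90; inconclusive means only one of the two criteria met; inactive means neither criterion met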;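 further: higher luciferase means less miR-122 activity so hits act as miR-122 inhibitors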
DENV2 CPE: inhibitors of DENV2 cytopathic effect, primary screen, cell-based, plate reader, single concentration. CPE inhibition, % at 9.99 µM. 350,000 compounds, 1.7% hits. DENV2-infected cells, cytopathic effect rescue; in the data active means CPE inhibition above about 20%, passing the limit was not always enough; inconclusive means no clear call, values can overlap the other calls; tested in BHK-21 cells;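 further: 0% = median of neutral control wells and 100% = median of positive control wells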
FN deposit inh: inhibitors of fibronectin matrix deposition, primary screen, AH1F cells, Alexa488-fibronectin fluorescence, plate reader; AH1F fibroblasts, overnight; inhibition, % at 12.6 µM; 350,000 compounds, 0.086% hits; AID 743247, 2014;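 active means mean inhibition across replicates of 30% or more, regardless of how many single replicates reach that level; inconclusive means mean under 30% yet at least half of replicates reach 30%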;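 further: positive control wells lacked labelled fibronectin entirely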
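Assay system: AH1F fibroblast monolayer, labelled fibronectin deposition. Amount: 10000 cells per well. Also added: labelled fibronectin 24 nM. Compound: single-point pinned compound. Incubation: cell attachment 1 h, compound and FN exposure overnight. Detection: fluorescence after three HBSS washes, excitation 485 nm, emission 525 nm. Read-out: inhibition of fibronectin deposition signal.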
EWS-Fli inh: EWS/Fli-driven NR0B1 reporter inhibitors, primary screen, A673 cells, NR0B1 luciferase, luminescence, MLPCN library. viability-normalised. inhibition, % at 12.6 µM. 350,000 compounds, 0.67% hits. AID 651661, 2012;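 active means mean inhibition of at least 50% after viability correction, with every replicate also passing that limit; inconclusive means mean reaches 50% but only one of two replicates passes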;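 further: firefly luciferase signal divided by Alamar Blue viability fluorescence both relative to DMSO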
PAX8 inh HTS: inhibitors of PAX8-driven TPO luciferase reporter, primary screen, RMG-I cells, single concentration. AID 652154, 2013. inhibition, % at 12.6 µM. SteadyGlo, 24 h. 360,000 compounds, 1.2% hits;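 active means mean replicate inhibition at least 60% with every replicate also reaching 60%; inconclusive means only one of the two criteria is met; inactive means mean below 60% and not all replicates reaching 60%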;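 further: luciferase light reporting Pax8 driven TPO promoter activity; plate controls were median of neutral control wells for no effect and mitoxantrone controls for full effect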
CFTR F508del cor: F508del CFTR correction, initial screen, CFBE line, single point | CFBE cells, YFP halide quenching; stimulated with forskolin plus potentiator P3; % fluorescence drop versus neutral controls | activity (quench increase), % at 7.58 µM | 350,000 compounds, 0.36% hits;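 active means mean added fluorescence quench of at least 8% versus neutral control, with both replicates also reaching 8%; inconclusive means only one of the mean or replicate conditions met; inactive means mean below 8% and not both replicates reaching 8%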;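 further: cells transiently co-express mutant CFTR-F508del with the halide-sensitive YFP; corrector assay measuring rescue of mutant channel to the surface after 24 h compound exposure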
* marks the source's active call; other numbers are inactive results; ? = inconclusive; / = no result given; & = joins results of further samples; ! = repeats disagree; [ ] = another dose, or the depositor's remark. Rows are unselected; overall some 3.9% were active at least once.

Compound,INS-1E GSIS act,miR122 inh,DENV2 CPE,FN deposit inh,EWS-Fli inh,PAX8 inh HTS,CFTR F508del cor
CCN(CC)S(=O)(=O)c1cc(NC(=O)c2ccc(-n3cncn3)c([N+](=O)[O-])c2)ccc1C,-23.1,-2.6,1.9,-7.3,19.2,30.6,3.8
C/C(Cn1cnc([N+](=O)[O-])n1)=N\NC(=O)c1ccncc1,-0.9,/,/,10.8,/,0.9,/
O=C1c2[nH]nc(-c3ccccc3)c2C(c2ccccc2)N1c1ccccc1 (configuration not stated),48.7*,/,0.1,7.4,-13.1,10.9,-2.3
O=C(Nc1cccnc1)c1cc(-c2ccco2)on1,-16.9,1.8,/,0.8,/,/,/
CCN(CCn1cccn1)C(=O)C1CCC(=O)N(CCc2cccc(F)c2)C1 (configuration not stated),0.9,/,-2.6,0.8,-7.0,-2.3,-0.5
CC(=O)c1ccc(NC(=S)N2CCC(Cc3ccccc3)CC2)cc1,-6.2,/,-2.1,-11.4,-6.2,34.9,-0.7
Cc1ccc(C(O)(CCN2CCCCC2)c2ccccc2)cc1 (configuration not stated),17.9,-4.8,4.4,-0.5,7.8,3.4,/
O=C(CN1CCOCC1)NCC[C@H]1CC[C@H](NS(=O)(=O)c2ccc(Cl)cc2)[C@H](CO)O1,0.7,/,4.2,16.3,0.8,-7.2,-2.5
Cc1cc(C)n2nc(C(=O)Nc3cccc(S(=O)(=O)N4CCCC4)c3)nc2n1,-4.5,-0.1,-1.2,-15.0,5.6,12.3,3.1
Cc1ccccc1-c1cnc2c(c1)C(=O)N([C@@H](C)CO)C[C@H](C)[C@H](CN(C)CC1CCCCC1)O2,-4.3,2.7[16.7 µM],1.8,/,-3.1,/,-4.0
Cc1cccc(-n2ncc3c(N4CCC5(CC4)OCCO5)ncnc32)c1,4.1,-5.8,-10.3,4.2,-98.4,-158.0,2.7
CCc1nnc(NC=C2C(=O)OC(C)(C)OC2=O)s1,10.6,0.4,-0.5,/,8.9,/,-0.2
Cc1cccc(NC(=O)CSCc2cc(=O)n3c(C)csc3n2)c1C,16.1,3.8,-3.2,1.6,/,-6.8,1.9
Cc1cc(C)n2nc(SCC(=O)N3CCOCC3)nc2n1,/,-0.3,?,-3.1,1.2,-3.1,-0.1
COc1cccc(N2CC(NS(=O)(=O)c3cccs3)CC2=O)c1 (configuration not stated),-3.4,-11.3,10.4,-6.4,-0.4,1.4,-0.2
Cc1cccc(CSCCNC(=O)Nc2ccccc2)c1,-15.1,/,/,-1.2,/,-11.0,/
CCN1CCN(CC(=O)NC2CCCCC2)C(=O)C1=O,/,-6.6,-5.2,-8.9,-7.8,-14.4,-1.6
CCCCC(CC)C1OCC(CN2CCCCC2)O1 (configuration not stated),/,/,5.2,8.2,-4.4,9.8,-0.4
c1ccc(-c2nc3nonc3nc2-c2ccccc2)cc1,/,2.7,/,-5.7,/,50.0,/
O=C(N[C@@H]1CC[C@H](CCn2cc(-c3ccccc3F)nn2)O[C@@H]1CO)c1ccc2c(c1)OCO2,2.8,/,-0.3,-12.5,11.2,22.9,2.6

Later entries.
Compound,INS-1E GSIS act,miR122 inh,DENV2 CPE,FN deposit inh,EWS-Fli inh,PAX8 inh HTS,CFTR F508del cor
O=C(COC(=O)c1ccc(Cl)c(S(=O)(=O)N2CCCC2)c1)NCc1cccs1,-4.7,-2.3,4.6,-0.1,-7.9,4.9,-0.5
CCC(=O)N1CC(=O)N2[C@H](CO)[C@@H](c3ccc(C#Cc4cccnc4)cc3)[C@H]2C1,7.2,/,3.2,/,-7.5,-29.9,-4.1
c1ccc(CN2CCC3(CC2)Nc2ccccc2S3)cc1,/,/,-2.2,-6.2,-5.8,16.6,0.6
Cc1ccc(N2C(=S)NC3c4cc(Cl)ccc4OC2(C)C3C(=O)N(C)C)cc1 (configuration not stated),-1.0,6.5,8.9,/,1.8,-3.3,2.2
Cc1cc(C)cc(N=C2NC(=O)CS2)c1,-2.2,-10.9,-3.6,3.3,9.8,7.4,-0.4
CC1CCCCN1C(=O)CSc1nnc(-c2ccco2)n1C (configuration not stated),16.4,-1.8,-1.5,1.8,6.2,8.7,-0.3
O=C(Nc1ccc2c(c1)OCO2)N1CCN(c2ncc(C(F)(F)F)cc2Cl)CC1,/,-5.1,/,-6.5,/,3.3,/
COc1ccc(NC(=O)Nc2ccc3c(c2)C(=O)N([C@H](C)CO)C[C@@H](C)[C@@H](CN(C)S(=O)(=O)c2cn(C)cn2)O3)cc1,-7.0,1.4[16.7 µM],-5.2,8.1,2.0,/,0.7
O=S(=O)(NCC[C@H]1CC[C@H](NS(=O)(=O)c2cccc(Cl)c2)[C@H](CO)O1)c1cccc(F)c1,-18.4,/,-1.8,-0.5,3.1,11.3,-2.5
CO[C@@H]1CN(C)C(=O)c2ccc(NC(=O)C3CCOCC3)cc2OC[C@H](C)N(C(C)=O)C[C@H]1C,16.1,/,1.4,9.5,-5.7,-2.1,-1.9
COC(=O)c1ccc(S(=O)(=O)N2CCC(C(N)=O)CC2)n1C,-1.9,1.6,4.3,-5.0,-0.3,-11.4,-1.9
COc1ccccc1C(=O)Nc1ccc2c(c1)CN(Cc1cnc(C)s1)CC2,4.3,3.4,32.9*,1.4,/,-10.5,-1.2
Cn1cnnc1SCC(=O)Nc1ccc2ccccc2c1,2.1,-4.0,-4.4,3.7,-32.9,-25.8,3.9
COc1ccc(NC(=O)NNC(=O)COc2ccc([N+](=O)[O-])c(C)c2)cc1OC,-1.1,-3.7,?,/,2.3,12.5,-0.5
Cc1cccc(NC(=O)C2CCCN(S(=O)(=O)c3ccc4[nH]c(=O)ccc4c3)C2)n1 (configuration not stated),16.4,-11.2,14.0,-12.8,/,10.7,1.5
C[C@H]1CN([C@@H](C)CO)C(=O)CCCn2cc(nn2)CO[C@H]1CN(C)S(=O)(=O)c1ccccc1C#N,-0.2,/,-15.8,0.0,-8.6,-14.2,0.9
CC(OC(=O)CCCN=C1NS(=O)(=O)c2ccccc21)C(=O)Nc1ccccc1F (configuration not stated),9.0,/,-3.2,-11.2,-0.3,3.3,2.9
CCCNC(=O)C[C@H]1CC[C@@H]2[C@H](COc3ccc(NC(=O)CCC)cc3C(=O)N2C)O1,6.9,2.4[16.7 µM],-1.4,0.1,-4.6,12.8,-2.1
O=C(N/N=C/c1cccnc1)c1cc(-c2ccc(Cl)cc2)nc2ccccc12,-13.6,-0.7,-3.5,10.5,12.4,24.4,6.0
COc1ccc(NC(=O)Nc2ccc3c(c2)C(=O)N([C@H](C)CO)C[C@H](C)[C@@H](CN(C)C(=O)NC2CCCCC2)O3)cc1,8.4&12.7,4.6[16.7 µM],39.2*!,-0.6,-14.6&0.9,-17.0&-15.4,-0.2&0.5

An excerpt from above, showing only DENV2 CPE, EWS-Fli inh and PAX8 inh HTS.
molecule	DENV2 CPE	EWS-Fli inh	PAX8 inh HTS
C[C@H]1CN([C@@H](C)CO)C(=O)CCCn2cc(nn2)CO[C@H]1CN(C)S(=O)(=O)c1ccccc1C#N	-15.8	-8.6	-14.2
CC(OC(=O)CCCN=C1NS(=O)(=O)c2ccccc21)C(=O)Nc1ccccc1F (configuration not stated)	-3.2	-0.3	3.3

Further results follow.
Compound,INS-1E GSIS act,miR122 inh,DENV2 CPE,FN deposit inh,EWS-Fli inh,PAX8 inh HTS,CFTR F508del cor
O=C(C[C@H]1CC[C@@H]2[C@H](COC[C@@H](O)CN2C(=O)Nc2ccc(Cl)c(Cl)c2)O1)NCc1ccccc1,-19.7,-6.0[16.7 µM],-7.4,-2.0,-15.5,16.2,2.3
CCCNC(=O)C1(C)CCN(C(=O)c2cc(C)nn2C(C)(C)C)C1 (configuration not stated),-13.0,0.0,17.3,1.2,0.1,7.5,0.3
CCN(CC(=O)N1CCC(C(N)=O)CC1)S(=O)(=O)c1cc(Cl)ccc1Cl,9.7,0.8,11.8,0.6,-6.1,-16.1,-2.3
C#CCN1C=C(C(=O)OCC)C(C)NS1(=O)=O (configuration not stated),16.2,-7.7,-4.3,-0.9,-9.4,10.4,-3.1
O=C(NCc1ccccc1)c1ccc(Br)cc1[N+](=O)[O-],/,/,-1.8,/,-7.2,-6.5,-0.5
C/C(CC(=O)Nc1cccc(C(F)(F)F)c1)=N\NC(=O)C1CCCCC1,-10.1,/,-1.7,-12.4,6.7,17.5,4.8
C=CCN(Cc1ccccc1)C(=O)[C@@H]1N(C(C)(C)C)C(=O)[C@H]2[C@H](C(=O)O)[C@@H]3C=C[C@]12O3,/,/,-5.8,/,-7.2,-2.5,-1.4
CC=Cc1ccc2n(c1=O)C[C@H]1[C@H](CO)[C@@H](C(=O)NCC)[C@@H]2N1Cc1ccccc1 (mixture of isomers),-5.8,-5.0[16.7 µM],4.7,/,6.5,-8.5,1.2
CCOc1ccccc1C(=O)NC1CCN(Cc2ccccc2)CC1,0.5,-1.2,0.8,1.9,10.0,-4.4,5.0
C[C@@H]1CCCCO[C@@H](CN(C)S(=O)(=O)c2ccccc2)[C@H](C)CN([C@@H](C)CO)C(=O)c2cc(NC(=O)Nc3cccc4ccccc34)ccc2O1,8.7,7.9[16.7 µM],-1.8,-2.1,22.4,-16.7,0.8
CS(=O)(=O)N1CC(=O)N2[C@H](C1)[C@H](c1ccc(C#CC3CCCC3)cc1)[C@@H]2CO,5.6,/,1.9,/,-2.7,/,1.0
CN1C(=O)c2cc(NC(=O)c3ccc(C(F)(F)F)cc3)ccc2OC[C@@H]2O[C@@H](CC(=O)O)CC[C@@H]21,-1.2,0.1[16.7 µM],?,-3.9,-5.0,-10.1,-1.1
COc1ccccc1-c1nc(SCC(=O)Nc2cc(C)on2)c2c(=O)n(C)c(=O)n(C)c2n1,3.1,/,18.2,5.8,0.0,-2.8,2.0
CN(CC(=O)Nc1ccc(OC(F)(F)F)cc1)C(=O)c1ccc(N2CCCC2=O)cc1,3.0,/,-4.4,0.5,2.9,1.1,1.3
COc1ccc(C(N)c2csc(Nc3nncc4ccccc34)n2)cc1 (configuration not stated),/,7.4,-8.0,-3.0,4.1,-0.8,-2.9
COc1ccccc1CN1C[C@@H]2C[C@@H](c3ccc(Cl)cc3)N3CCC[C@@]23C1=O,14.7,5.1,-2.0,/,7.3,23.0,/
